Compound activity from PubChem BioAssay.
Neddylation inh – inhibitors of human cullin neddylation; P61081+Q13564; TR-FRET cullin neddylation, biochemical; calls only at 25 µM; actives 0.58% (n = 360,000); in the data active = inhibition above about 36%
MT1-MMP act inh – inhibitors of human MT1-MMP activation; P50281; HT1080 RFP-PRO-GFP cells, GFP/RFP ratio fluorescence, overnight; percent of plate control window, DMSO zero; GFP/RFP ratio change, % at 20 µM; actives 0.061% (n = 360,000);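 active = GFP/RFP ratio change of at least 30% with cell ATP level not reduced by more than half and red fluorescence within 50% of control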; also: strong numbers were not always called active
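Assay system: HT1080 RFP-PRO-GFP cells | Dosing: 20 µM single dose, 1% DMSO | Incubation: Cells overnight before dosing, compound overnight, 37 °C, 5% CO2 | Evaluation: GFP/RFP fluorescence ratio | Control set: DMSO-only wells and HT1080 RFP-L50D-GFP cell wells as references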
SKN-1 inh – blocks SKN-1 activity in C. elegans; C. elegans VP596 Pgst-4::GFP/RFP ratio, acrylamide-induced, 24 h; inhibition, % at 21.8 µM; actives 0.49% (n = 360,000); AID 624304;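 active = interference check ratio from 0.5 to 1.5 plus GFP to RFP signal ratio inhibition reaching or exceeding a fixed threshold, cut at about 30% in these data, passing the limit was not always enough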; also: some compounds called inactive have numbers as strong as hits
E coli Lon inh – inhibits E. coli Lon protease; P0A9M0; purified E. coli Lon protease, fluorescence polarization; inhibition, % at 7.94 µM; actives 0.42% (n = 360,000); in the data active = inhibition above about 13%, passing the limit was not always enough;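 also: 0% = enzyme with probe and DMSO and 100% = no enzyme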
Rin1 Abl inh – blocks binding of human Rin1 to Abl; P00519+Q13671; TR-FRET Rin1/Abl binding, biochemical; inhibition, % at 7.35 µM; actives 0.4% (n = 360,000); in the data active = inhibition above about 5%, passing the limit was not always enough
NRP1-CendR mod – alters CendR peptide binding to human NRP-1 | actives 0.85% (n = 360,000) | FAM-RPARPAR peptide binding to NRP-1, fluorescence polarization | O14786 | inhibition, % at 25 µM;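 active = inhibition or corrected inhibition above about 18%, plus a signal ratio from 0.5 to 1.5, limit read from the data, passing the limit was not always enough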; also: strong numbers were not always called active
MsrA act – activates bovine MsrA enzyme. AID 602163. activation, % at 10.6 µM. purified bovine MsrA, absorbance read-out. actives 0.3% (n = 360,000); in the data active = activation above about 7.5%;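 also: 0% = vehicle and 100% = reference activator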
FAS-TE inh – blocks the thioesterase domain of human fatty acid synthase | inhibition, % at 15 µM | recombinant FAS-TE, OMFH fluorogenic substrate, fluorescence endpoint | actives 0.67% (n = 360,000) | P49327;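 active = compounds whose normalised, plate-corrected inhibition of enzyme fluorescence in the single-dose primary screen is 50% or more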;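 also: 0% = DMSO with enzyme and 100% = substrate without enzyme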
MsrA inh – inhibits bovine methionine sulfoxide reductase A. purified bovine MsrA, absorbance read-out. inhibition, % at 15.5 µM. actives 0.75% (n = 360,000). AID 651718; in the data active = inhibition above about 4.5%;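 also: 0% = vehicle wells with enzyme and 100% = reference inhibitor wells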
* = called active by the depositor; i = inactive; · = no result given.

SMILES,FAS-TE inh,E coli Lon inh,MsrA inh,MsrA act,Neddylation inh,SKN-1 inh,MT1-MMP act inh,Rin1 Abl inh,NRP1-CendR mod
Cc1ccc(NC(=O)N2CCN(C(=O)c3ccco3)CC2)cc1Cl,-3,-13,1.0,-5,i,20,1,4,8
CCN1C(=O)[C@@H]2[C@@H]3CN(S(=O)(=O)c4ccc(C)cc4)[C@@H](c4cccc5ccccc45)[C@@H]3C(=O)C[C@@H]2C1=O,-7,1,-1.7,-1,i,18,5,4,0
CC(/C=C/c1ccccc1)=N\NC(=O)CSc1ccccn1,-7,1,0.1,-1,i,11,0,1,-3
C/C(=N\Nc1nccnc1Cl)c1ccc(Cl)c(Cl)c1,11,8,2.7,-13,i,7,1,4,-11
Cc1ccn(CCC(=O)Nc2ccc(-c3ccno3)cc2)n1,-5,-4,-1.3,-3,i,4,3,-3,-3
CN=C1SC(CC(=O)Nc2cc(Cl)ccc2Cl)C(=O)N1C (centres undefined),0,6,0.1,0,i,6,5,-2,5
O=C(NCCCN1CCOCC1)c1ccc(-c2ccc(Cl)cc2)o1,-3,-2,0.1,-2,i,7,3,-2,-16
O=c1c(Br)c(N2CCCC2)cnn1-c1ccccc1,-11,-3,2.3,-5,i,8,0,-2,10
CN1CCN(C(=S)Nc2ccc([N+](=O)[O-])cc2)CC1,-1,-6,2.0,3,i,-13,-1,6,-1
O=C(Nc1ccccc1C(=O)N1CCN(Cc2ccccc2)CC1)c1ccccc1,-1,-3,-0.6,-4,i,7,-5,0,-16
CC(C)(NC(=O)c1cc(Cl)c2ccccc2c1O)C(=O)O,-3,-6,2.5,-5,·,-10,0,-1,22
C=CCOc1cccc(CNCc2ccncc2)c1,-5,0,0.3,-3,i,-7,2,-2,-4
COC(=O)c1cccc(OCC(O)Cn2cnc3cc(C)c(C)cc32)c1 (centres undefined),-2,-5,0.8,-11,i,2,-3,-4,6
CSc1cccc(NC(=O)CN(c2cccc(C)c2)S(C)(=O)=O)c1,-3,-3,0.1,-11,i,-7,-1,1,5
O=C(O)CCCc1nc2ccccc2s1,-9,-14,-1.0,-8,i,-7,4,0,2
Cc1ccnc(Nc2nc3ccccc3o2)n1,-5,-8,0.4,0,i,0,0,-3,-4
Cc1cc(C(=O)OCC(=O)NNC(=O)c2cccs2)ccc1[N+](=O)[O-],2,-4,0.4,0,i,-17,6,0,14
CCOc1ccc(N2CC(C(=O)NCCc3c[nH]c4ccc(OC)cc34)CC2=O)cc1 (centres undefined),-4,-4,-0.7,-3,i,-20,2,2,-9
Cn1ncc([N+](=O)[O-])c1C(=O)Nc1ccccc1C(=O)O,-6,-3,1.7,-4,i,8,-3,-2,-17
O=C(Cn1cc(C(F)(F)F)cc(Cl)c1=O)Nc1ccc(N2CCOCC2)cc1,-6,2,0.0,-2,i,-15,2,2,-3
CC(Cc1ccccc1)=NNc1ccc([N+](=O)[O-])cc1[N+](=O)[O-],30,-10,-1.0,-1,i,3,18,0,5
CCCCSc1nnc(-c2cc(Br)ccc2N)c(=O)[nH]1,1,-4,0.8,-1,i,9,2,-1,-19
COc1cc(OC)cc(C(=O)NC(C(=O)Nc2ccc3c(c2)OCCO3)C(C)C)c1 (centres undefined),-2,0,-0.1,-1,i,5,14,-3,-6
CC1(C)NC(=O)N(Cc2cc(=O)n3ccsc3n2)C1=O,-6,4,-0.2,-6,i,1,3,3,-15
COC(=O)c1ccc(/C=C/C(=O)OCC(=O)Nc2sccc2C(N)=O)cc1,3,-13,·,0,i,9,2,1,-2
COc1ccc(N(C)C(=O)c2cn(CC(C)C)c(=O)c3cc(OC)c(OC)cc23)cc1,-4,-8,-0.3,-2,i,-10,2,-1,0
O=C(O)CCC(=O)Nc1nc(-c2ccccc2)cs1,-9,-3,0.6,2,i,-6,5,-1,-1
COc1ccc(C2=NN(C(N)=S)C(c3ccco3)C2)cc1 (centres undefined),-6,-9,2.5,-6,i,4,-4,1,-19
Clc1ccc2c(c1)c1ccccc1n2CN1CCOCC1,5,4,0.3,-3,i,12,-1,-7,12
CN[C@H]1C[C@H]2c3cc(-c4ccccc4)ccc3CCN2C(=O)[C@H]1[C@H](C)O,-5,-3,-1.1,-2,i,11,2,-4,0
CCOC(=O)C1CCN(S(=O)(=O)c2ccc(C(C)(C)C)cc2)CC1,3,0,3.5,-4,i,-2,-4,-1,1
O=[N+]([O-])c1ccc(NCCOc2ccccc2Cl)nc1,18,-5,2.4,-15,i,9,7,-1,1
CCOc1ccc(NC(=O)CCCc2cc(-c3ccc(OCC)cc3)on2)cc1,-2,-1,1.2,2,i,-2,0,-1,0
COc1ccc(CNC(=S)Nc2ccccc2Cl)cc1,3,6,-0.6,-7,i,9,5,-3,-9
CSc1ncccc1C(=O)NC(C)C1CC2CCC1C2 (centres undefined),-9,-5,-0.1,-2,i,6,-2,2,4
OC[C@H]1O[C@@H](Oc2ccc(O)cc2)[C@H](O)[C@@H](O)[C@@H]1O,4,-6,-0.9,1,i,-6,-2,1,-6
COc1cc(NC(=O)Cn2nc(C(F)(F)F)c3c2CCCC3)cc(OC)c1OC,10,5,-0.3,1,i,27,3,1,2
CCc1ccc(C(=O)Nc2ccc(C)c(NS(C)(=O)=O)c2)cc1,-2,-22,-0.9,-2,i,14,5,-5,9
Nc1nc(SCC(=O)Nc2ccc(Cl)cc2C(F)(F)F)n[nH]1,-14,2,0.0,-3,i,-2,2,-2,9
CCCCC(=O)Nc1cccc(NC(=O)c2cccnc2Cl)c1,-5,-5,-1.4,-3,i,-10,2,0,2
CC(C)(C)OC(=O)C(C)(C)Sc1nnc(N)s1,-3,-8,-1.3,-10,i,-7,-9,-3,3
CC(C)(C)NC(=O)NC(=O)CN1CCN(S(=O)(=O)c2ccc3c(c2)OCCO3)CC1,-1,-4,0.3,-1,i,-4,-1,-2,0
Cc1c(Cl)cccc1NC(=O)CCN1CCCC(C)C1 (centres undefined),-8,7,-0.5,-2,i,0,-1,-2,-1
CCCC12CN3CC(C)(CN(C1)C31CCCCC1)C2=O,-7,-4,-0.7,-1,i,-10,6,1,7
Cc1cccc(N(Cc2cc(=O)[nH]c3ccccc23)C(=O)CCl)c1,7,-6,1.4,-3,i,-7,-11,-2,-9
O=C(NCCCN1CCCC1=O)c1cccc(NS(=O)(=O)c2ccc(Br)cc2)c1,-5,1,-0.5,-2,i,9,-1,-1,15
Cc1cc2nc3c(=O)n(Cc4ccccc4)c(=O)[nH]c3nc2cc1N,-118,182*,-0.1,-9,i,-73,-132,-25,133
Cc1nc(C(=O)NNC(=O)c2ccccc2)c(C(F)(F)F)o1,-8,-11,-1.2,2,i,14,-2,1,16
O=C(NCC(c1ccc(F)cc1)N1CCOCC1)c1ccc([N+](=O)[O-])o1 (centres undefined),9,-9,1.3,1,i,-23,4,1,3
Cc1ccc(NC(=S)N(Cc2ccccc2)C(C)C)cc1,6,3,-0.7,-2,i,16,2,0,-3

Next section
SMILES,FAS-TE inh,E coli Lon inh,MsrA inh,MsrA act,Neddylation inh,SKN-1 inh,MT1-MMP act inh,Rin1 Abl inh,NRP1-CendR mod
CCOC(=O)C1=C(COC(=O)c2cccc(Cl)c2)NC(=O)NC1C (centres undefined),-2,0,2.0,0,i,-7,-2,2,7
CC(=O)c1cccc(Nc2nc(N3CCOCC3)nc(N3CCOCC3)n2)c1,-4,-10,-0.3,-2,i,25,1,1,3
Cn1c2ccccc2c2c(C(=O)N3CCN(c4ccc(F)cc4)CC3)cn(C3CCCC3)c(=O)c21,24,3,1.2,-4,i,1,3,-2,2
O=C(NCc1cccnc1)c1ccccc1NS(=O)(=O)c1ccc(F)cc1,-2,1,0.4,-3,i,17,-3,0,0
CCn1c(-c2ccoc2C)n[nH]c1=S,-8,-6,0.9,2,i,-11,3,-6,-12
CC(=O)N1CCN(CC(=O)Nc2ccc(C)c(F)c2)CC1,-4,0,-0.8,-3,i,-8,2,4,10
CCOC(=O)c1c(N2C(=O)Nc3ccccc3N2O)n[nH]c1-c1cccc(OC)c1,-7,-4,-1.1,-4,i,5,-6,-7,-8
CCOc1ccc(N=C(C)C2=C(O)c3ccccc3C2=O)cc1,-22,3,1.1,0,i,23,0,3,6
COC(=O)c1c(C)cc(O)c(C=O)c1O,-1,14,·,-5,i,-9,5,-1,-19
O=C(CC1SC(N2CCCCC2)=NC1=O)Nc1ccc(C(=O)NCCc2ccc(F)cc2)cc1 (centres undefined),-6,13,-0.8,-9,i,-10,9,6,3
CC(C)(C)c1ccc(SCCc2ccncc2)cc1,18,5,-0.9,-1,i,6,-11,0,1
O=C(CN1C(=O)C2C3C=CC(C3)C2C1=O)NCC1COc2ccccc2O1 (centres undefined),-14,-2,0.2,-14,i,-34,1,0,-6
COc1cc(/C=N/NC(=O)C(N)=O)cc(OC)c1O,-2,2,4.8*,-9,i,14,4,-1,-5
O=C(NCCC1=CCCCC1)C1CCCN(S(=O)(=O)c2ccccc2)C1 (centres undefined),5,-5,1.9,-2,i,6,-11,1,-6
CC1(C)CC(=O)c2c(oc3ccc(NS(=O)(=O)c4cccc5cccnc45)cc23)C1,5,5,0.0,-1,i,18,1,3,-8
NC(=O)CCNC(=O)c1ccc(Cl)cc1,-6,5,-1.0,-1,i,-11,5,-4,-1
O=C(COC(=O)c1ccc(F)c(S(=O)(=O)N2CCOCC2)c1)c1ccc(Br)cc1,28,2,2.5,-4,i,-4,-5,-1,4
Cc1cccc(C(OC(=O)c2ccco2)C(=O)NCc2ccccc2)n1 (centres undefined),-4,-1,-0.5,-1,i,12,6,3,10
Clc1ccc(Cc2ccccn2)cc1,-5,13,0.4,-1,i,26,3,1,-4
O=C(NCC(=O)N1CCN(c2ccccc2O)CC1)C1CCCCC1,-1,-4,0.4,-3,i,10,0,2,8
Cc1cc(-c2nc3c4c5c(sc4[nH]c(=O)n3n2)CCC5)c(C)o1,-15,-5,·,-11,i,-30,-4,-1,-6
COCCNc1c(-c2ccc(OC)cc2)nc2ccc(Cl)cn12,-5,-10,-1.1,-10,·,-3,-5,1,3
CCOc1cc2c(cc1OCC)C(C(=O)O)C(c1cc(Br)c(O)c(OC)c1)N(C)C2=O (centres undefined),-3,3,0.2,0,i,10,2,-1,4
COc1ccc(-c2nc(CS(=O)(=O)CC(=O)NCCCN3CCN(C)CC3)c(C)o2)cc1,-4,-11,-0.3,-2,i,4,0,-2,4
CCn1c(SCC(=O)N2CCC(C)CC2)nc2c1c(=O)n(C)c(=O)n2C,-4,-6,1.0,-9,i,9,1,0,7
Cn1cc(-c2ccc(C(=O)Nc3cccc(Oc4ccccc4)c3)c3occc23)cn1,23,-2,2.3,-1,i,-8,8,-3,-2
O=C(O)CCCN1C(=O)C(=O)/C(=C(/O)c2ccc(Cl)cc2)C1c1ccccc1 (centres undefined),-8,1,0.1,-2,i,2,-2,-1,-5
Fc1cc(Br)ccc1NC(=S)Nc1ccccc1,-10,5,-1.0,1,i,-10,0,-1,1
Nc1[nH]ncc1-c1ccc(F)cc1,-1,2,2.3,-10,i,8,-2,4,-4

3 of these compounds in a different format.
Cn1cc(-c2ccc(C(=O)Nc3cccc(Oc4ccccc4)c3)c3occc23)cn1
  FAS-TE inh: 23 | E coli Lon inh: -2 | MsrA inh: 2.3 | MsrA act: -1 | Neddylation inh: i | SKN-1 inh: -8 | MT1-MMP act inh: 8 | Rin1 Abl inh: -3 | NRP1-CendR mod: -2
Nc1[nH]ncc1-c1ccc(F)cc1
  FAS-TE inh: -1 | E coli Lon inh: 2 | MsrA inh: 2.3 | MsrA act: -10 | Neddylation inh: i | SKN-1 inh: 8 | MT1-MMP act inh: -2 | Rin1 Abl inh: 4 | NRP1-CendR mod: -4
Fc1cc(Br)ccc1NC(=S)Nc1ccccc1
  FAS-TE inh: -10 | E coli Lon inh: 5 | MsrA inh: -1.0 | MsrA act: 1 | Neddylation inh: i | SKN-1 inh: -10 | MT1-MMP act inh: 0 | Rin1 Abl inh: -1 | NRP1-CendR mod: 1
